From PubChem BioAssay
MBD2 inh: inhibitors of human MBD2 binding to methylated oligonucleotide. 0.31% of 370,000 active. TR-FRET. Q9UBB5. AID 686964. inhibition, % at 4.4 µM; in the data active means inhibition above about 13%
Target sequence (Q9UBB5 whole entry, looked up): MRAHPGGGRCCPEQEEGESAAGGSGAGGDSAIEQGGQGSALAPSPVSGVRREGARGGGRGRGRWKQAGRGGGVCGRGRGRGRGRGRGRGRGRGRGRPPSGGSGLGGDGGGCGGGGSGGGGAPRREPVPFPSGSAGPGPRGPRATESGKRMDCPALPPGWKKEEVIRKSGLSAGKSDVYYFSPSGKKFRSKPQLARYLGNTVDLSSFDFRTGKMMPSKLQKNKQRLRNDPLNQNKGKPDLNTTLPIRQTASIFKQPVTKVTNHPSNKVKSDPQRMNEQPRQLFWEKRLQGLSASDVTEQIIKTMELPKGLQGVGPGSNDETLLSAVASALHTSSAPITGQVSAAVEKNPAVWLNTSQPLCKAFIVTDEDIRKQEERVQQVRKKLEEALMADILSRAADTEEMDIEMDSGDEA
ssDAF12 agonist: activates DAF-12 receptor from parasite S. stercoralis; 1% of 370,000 active; activation, % at 6.8 µM; HEK293 ssDAF-12/GRIP1 lit1-tk-luc reporter, luminescence; % of 3 µM dafachronic acid response;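 active means activation above the mean over all tested compounds plus 3 SD, cut at about 0.9% in these data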;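 further: 0% = DMSO-only wells and 100% = 3 µM delta7-dafachronic acid wells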
hgDAF-12 ag: activates the H. glycines DAF-12 receptor ligand-binding domain; HEK293 GAL4-hgDAF12 UAS-luciferase reporter, agonist luminescence; normalized to butyrate control; activation, % at 6.8 µM; 1.8% of 370,000 active;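 active means activation above a cutoff set at the mean of all screened compounds plus 3 SD, cut at about 10% in these data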;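 further: 0% = DMSO wells and 100% = sodium butyrate wells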
PLC-gamma1 inh: inhibitors of human phospholipase C gamma1; purified PLC-gamma1, fluorogenic substrate, fluorescence; 0.84% of 370,000 active; inhibition, % at 12.2 µM; P19174; in the data active means inhibition above about 9.5%
DAX1 inh-1: blocks DAX1 repression of SF-1 activated StAR promoter; AID 652010; inhibition, % at 6.8 µM; 1.1% of 370,000 active; HEK293T StAR-luciferase reporter, SF-1/DAX-1 repression relief;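 active means inhibition above the mean over all tested compounds plus 3 SD, cut at about 3.6% in these data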;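 further: 0% = DAX-1 cells with DMSO and 100% = cells lacking DAX-1 with DMSO; higher inhibition means more luminescence from relief of DAX-1 repression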
SMARCA2 activ: increases SMARCA2 function in MMTV reporter cells | activation, % at 9.1 µM | MG213 cells, MMTV-luciferase reporter, dexamethasone, overnight | 1% of 370,000 active | AID 652017; in the data active means activation above about 7.8%;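 further: 0% = vehicle wells and 100% = reference activator wells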
DAX1 inh-2: inhibits human nuclear receptor DAX1 | inhibition, % at 6.75 µM | 0.99% of 340,000 active | AID 504766 | P51843 | HEK293 Gal4-DAX1 luciferase reporter, luminescence;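 active means inhibition above the mean over all tested compounds plus 3 SD, cut at about 4.2% in these data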;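 further: 0% = DAX1-transfected cells with DMSO and 100% = empty-vector control cells with DMSO; inhibition shows as a rise in luminescence from relieved DAX1 repression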
Target sequence (P51843 207-470 limits assumed): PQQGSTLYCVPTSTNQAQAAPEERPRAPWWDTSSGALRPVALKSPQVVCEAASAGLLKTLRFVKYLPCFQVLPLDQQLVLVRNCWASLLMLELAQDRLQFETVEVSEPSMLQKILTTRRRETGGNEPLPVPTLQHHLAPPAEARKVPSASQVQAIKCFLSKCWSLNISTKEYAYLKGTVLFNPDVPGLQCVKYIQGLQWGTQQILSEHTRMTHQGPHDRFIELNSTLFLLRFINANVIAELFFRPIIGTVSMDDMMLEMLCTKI
Rev-erbA mod: modulates human Rev-erb alpha binding to DNA; 0.79% of 370,000 active; Rev-erbα–FITC-DNA binding, fluorescence polarization, 90 min; P20393; activity, % at 10 µM;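 active means activity above about 14%, limit read from the data; passing the limit was not always enough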;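 further: 0% = DMSO wells with 35 nM protein and 100% = DMSO wells with 750 nM protein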
ADAM17 inh: inhibits human ADAM17 | P78536 | recombinant ADAM17, EDANS/DABCYL FRET peptide cleavage | inhibition, % at 6.95 µM | 0.83% of 370,000 active | AID 720648;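 active means inhibition above the mean of compounds lying between control limits plus 3 SD, set per campaign, cut at about 8.5% in these data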;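 further: 0% = DMSO-only wells as the low control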
hcDAF-12 act: H. contortus DAF-12 activation, primary screen | AID 652067 | HEK293 hcDAF-12 lit1-tk-luc reporter, luminescence; 0% DMSO, 100% Δ7-dafachronic acid | 1.4% of 370,000 active | activation, % at 6.8 µM;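 active means activation above the mean of all tested compounds plus 3 SD, cut at about 5.5% in these data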;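 further: 100% = response to 3 µM Δ7-dafachronic acid high control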
PLC-beta3 inh: inhibitors of human phospholipase C beta3. Q01970. Purified PLC-beta3, fluorogenic substrate, fluorescence. inhibition, % at 12.2 µM. 0.18% of 370,000 active; in the data active means inhibition above about 11%;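 further: 0% = median of compound wells on plate and 100% = full blocker control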
Starred values were filed as active, the others as inactive; i = inactive; nt = no result given.

mol	MBD2 inh	ssDAF12 agonist	hgDAF-12 ag	PLC-gamma1 inh	DAX1 inh-1	SMARCA2 activ	DAX1 inh-2	Rev-erbA mod	ADAM17 inh	hcDAF-12 act	PLC-beta3 inh
Nc1nonc1-c1noc(-c2ccccc2Br)n1	-4	-0.9	0.7	5	0.4	7	0.7	1	2	0.0	6
COc1ccc(Cl)cc1S(=O)(=O)N1CCC(C(=O)NCc2ccco2)CC1	0	-0.4	0.0	1	-0.7	-1	0.7	2	-5	-1.2	-5
CCOc1ccc(NC(=O)CN(C)C(=O)C2CC(=O)N(Cc3ccco3)C2)cc1OCC (stereo not drawn)	-1	-1.1	-0.8	-4	-1.1	6	0.5	4	-1	-1.8	-8
COc1ccc2cc(C(=O)C3CCCN(C(=O)c4sc(C)nc4C)C3)ccc2c1 (stereo not drawn)	-1	-1.2	-1.0	-427	0.6	-3	-0.2	1	i	-2.2	i
Cc1ccc(NC(=O)NCc2ccccn2)c(C)c1	2	0.2	1.2	-2	1.2	-1	0.0	-7	0	-0.1	-4
Cc1ccc(CNc2nc(C)nc3sc4c(c23)CCC4)cc1	-2	-2.6	0.1	-4	-2.0	-5	-0.9	2	2	-3.2	-6
CCCCN(C)CCC(=O)Nc1ccc(OC)cc1OC	2	-0.8	-2.7	-1	0.4	-3	1.3	0	-4	-0.6	1
Cc1ccc(NC(=S)N2CCCN(Cc3ccc(F)cc3)C2)c(C)c1	2	-1.9	1.9	1	0.2	1	1.1	0	-3	-1.4	-7
Cc1[nH]c2ccc3ncccc3c2c1C	-12	-1.9	6.7	-36	-0.1	-2	-0.2	6	1	-2.2	-31
O=C(CN1CCN(c2ccccc2F)CC1)Nc1ccccc1F	5	-1.2	1.1	4	-0.5	-1	-0.2	3	-4	-0.5	2
Cc1ccc(Cn2c(CCC(=O)O)nc3ncccc3c2=O)cc1	9	-0.6	-0.7	-2	-0.2	-2	1.8	5	-7	-1.1	-7
Cc1cccc(C)c1NC(=O)CN1C(=O)CCSc2ccc(S(=O)(=O)N3CCCC3)cc21	-1	-1.5	-1.4	2	1.3	0	0.3	-2	-2	0.6	-6

(listing goes on)
mol	MBD2 inh	ssDAF12 agonist	hgDAF-12 ag	PLC-gamma1 inh	DAX1 inh-1	SMARCA2 activ	DAX1 inh-2	Rev-erbA mod	ADAM17 inh	hcDAF-12 act	PLC-beta3 inh
Cc1ccccc1NS(=O)(=O)c1ccc(OCC(=O)N2CCCCC2)cc1	0	-1.8	-1.3	-1	-0.2	-2	-0.4	-3	-3	-1.2	-1
CCc1c(C(=O)NNC(=O)Nc2ccc3c(c2)OCO3)csc1C	-3	0.1	3.9	-1	0.7	-1	0.2	-3	1	1.3	-6
CCCCNC(=O)CCn1c(=O)c2ccccc2n(Cc2ccc(Cl)cc2)c1=O	-2	-1.5	0.4	1	0.0	-2	1.6	7	2	-0.5	7
[N-]=[N+]=CC(=O)CCCN1C(=O)c2ccccc2C1=O	7	-0.4	-0.4	-1	-0.4	-1	-1.4	-4	-2	-1.2	2
CNC(=O)/C(C#N)=C1/SC(Cc2ccc(F)cc2)C(=O)N1c1ccccc1 (stereo not drawn)	1	-0.7	-0.2	0	0.1	-2	-0.5	6	0	-0.8	-9
N[C@@H](Cc1ccc(O)cc1)c1nnc([C@H](CCC(=O)O)NC(=O)C2CCNCC2)o1	-4	-1.2	0.5	2	0.7	1	0.0	-2	-3	-0.9	1
O=C(c1ccccc1)c1nc[nH]c1C(=O)Nc1ccccn1	-1	-0.9	0.2	-1	0.5	0	-0.3	-2	-3	2.2	1
Cc1ccccc1CN1CCN(Cc2ccc3cccc(F)c3n2)CC1CCO (stereo not drawn)	-2	-0.7	-1.7	1	0.1	0	1.7	5	-3	1.9	0
CCc1c(C)sc(NC(=O)Cc2ccccc2OC)c1C(=O)N1CCOCC1	0	-1.0	1.7	-5	-0.6	-2	-0.1	-1	-2	0.8	-7
CCOC(=O)CN1N=C(/C=C/c2ccccc2)CCC1=O	-2	-0.3	2.0	2	-0.1	1	-0.3	-4	1	0.3	-3
COC(=O)c1ccc(-c2c(-c3ccccc3)ncc3cc(OC)c(OC)cc23)cc1	4	-0.3	-0.1	-9	-0.6	1	1.6	-2	-2	0.8	-13
CCOC(=O)CC1=Nc2ccccc2NC(=O)C1	0	-1.1	-1.1	1	-0.4	0	0.6	-6	-1	-0.9	0

Next section:
mol	MBD2 inh	ssDAF12 agonist	hgDAF-12 ag	PLC-gamma1 inh	DAX1 inh-1	SMARCA2 activ	DAX1 inh-2	Rev-erbA mod	ADAM17 inh	hcDAF-12 act	PLC-beta3 inh
CCC1=C(CC2NCCc3ccccc32)CC2c3cc(OC)c(OC)cc3CCN2C1 (stereo not drawn)	-1	-2.5	-13	-124	-5.5	-6	-4.7	-2	-36	-3.6	-175
O=[N+]([O-])c1cnc(Sc2ccncn2)s1	2	-1.1	1.4	5	-0.8	12*	-0.2	-1	1	-1.0	-4
CC(=O)Oc1ccc2cc(-c3nc4ccccc4n3C)c(=O)oc2c1	-4	0.8	6.3	i	3.6	2	2.3	-6	i	2.8	i
COc1ccc(S(=O)(=O)Nc2cccc3c2O[C@H](CN(C)Cc2ccc(Oc4ccccc4)cc2)[C@@H](C)CN([C@H](C)CO)C3=O)cc1	-6	-0.4	-1.0	3	-0.3	-1	0.1	5	6	0.1	1
Cc1cc(C(=O)CN2C(=O)C(=O)N(Cc3ccccc3)C2=O)c(C)n1-c1ccccc1F	2	-0.6	-1.6	-3	1.0	-2	1.1	0	-1	-0.9	-3
O=C1C(=O)N(CCCN2CCOCC2)C(c2ccc([N+](=O)[O-])cc2)/C1=C(\O)c1ccc2c(c1)OCCO2 (stereo not drawn)	-8	-0.8	-2.0	-11	0.2	0	0.0	-4	-2	-0.5	-18
COc1cccc(C(=O)NCc2ccc(-c3nc4ccccc4s3)cc2)c1	0	-1.2	-0.7	-7	0.0	-1	1.3	6	-3	-0.5	-3
Cc1cccc(NC(=S)N(CCN(C)C)C(C)c2cccnc2)c1 (stereo not drawn)	-1	-1.0	0.2	-2	0.9	-1	0.8	-1	-7	-1.5	-6
OCCCNCc1ccc(-c2ccccc2)cc1	-2	-1.8	-0.5	0	0.2	-3	1.5	3	-8	-0.4	-4
Oc1ccccc1C(=S)N1CCCCCC1	-8	-1.2	2.3	-2	-0.5	-5	-0.6	0	-4	0.3	-2
CC(C)Cc1nc(N2CCOCC2)c(C#N)c2c1COC(C)(C)C2	-2	-1.4	0.3	-15	-0.1	2	0.1	9	-18	-1.6	-24
Cc1nc2ccccc2n1CC(=O)N/N=C\c1ccccn1	5	-1.2	-1.1	-6	-0.5	-4	1.9	5	-6	-2.4	-3

Further records.
mol	MBD2 inh	ssDAF12 agonist	hgDAF-12 ag	PLC-gamma1 inh	DAX1 inh-1	SMARCA2 activ	DAX1 inh-2	Rev-erbA mod	ADAM17 inh	hcDAF-12 act	PLC-beta3 inh
CCOC(=O)C(NC(=O)c1ccccc1)(Nc1nnc(C)s1)C(F)(F)F (stereo not drawn)	-7	-0.9	-1.7	-2	-0.7	2	0.8	-3	-3	-1.4	1
Cc1ccccc1NC(=O)N(C)[C@H]1C[C@H]2c3[nH]c4c(-c5ccc6c(c5)OCO6)cccc4c3CCN2C(=O)[C@H]1[C@H](C)O	2	-0.6	1.4	-13	0.2	1	nt	-6	-3	-0.9	-14
COc1ccc(/C=N\NC(=O)c2cc(O)c(O)c(O)c2)cc1CN1CCN(c2ccc(F)cc2)CC1	-1	-1.2	-1.0	6	-0.1	0	-0.4	-2	5	-1.0	-1
Cc1nn(C(=O)c2cccc([N+](=O)[O-])c2)c(C)c1Cl	6	-1.3	-2.4	-2	0.4	-1	-0.4	2	-4	-0.4	-5
CCN1C[C@@H]2[C@@H]3C(=O)N(C)C(=O)[C@@H]3[C@](Cc3ccccc3)(C(=O)OC)N2C1=NCc1ccccc1	4	-1.1	-1.7	0	-0.9	-7	0.7	9	-4	-1.6	-2
O=C(Nc1ccccc1-c1nnn(CC(=O)N2CCN(c3ccccc3)CC2)n1)c1cccs1	0	-1.0	-2.6	4	-0.6	-1	-0.3	-6	0	-1.3	4
CCCN1C(=O)C(O)(C2CC(=O)CC(C)(C)O2)c2ccccc21 (stereo not drawn)	4	-1.2	2.9	0	-0.6	0	0.8	-1	-2	-0.8	3
O=C(CNCC1CCCO1)N1CCCc2ccccc21 (stereo not drawn)	1	-0.9	-2.2	-19	0.2	-3	0.6	3	-23	-0.3	-17
O=C(CSc1n[nH]c(-c2cccs2)n1)NCc1ccc2c(c1)OCO2	-4	-1.4	0.2	1	-0.1	-4	1.2	-2	-5	-1.4	-3
CN(c1nc2nonc2nc1NC1CC1)C1CCOC1 (stereo not drawn)	-3	-1.3	-3.5	2	0.7	-3	-0.2	2	0	-0.6	3
Cc1cc(C(=O)NC(Cc2c[nH]c3ccccc23)C(=O)O)c(C)o1 (stereo not drawn)	0	0.3	0.8	-5	-0.1	0	1.4	0	-4	2.1	-9
COC(=O)c1ccc(NC(=O)CSc2nc(C)cc(=O)[nH]2)cc1	8	-1.1	0.1	1	0.6	-3	1.1	-2	-6	-1.0	2

Further structures
mol	MBD2 inh	ssDAF12 agonist	hgDAF-12 ag	PLC-gamma1 inh	DAX1 inh-1	SMARCA2 activ	DAX1 inh-2	Rev-erbA mod	ADAM17 inh	hcDAF-12 act	PLC-beta3 inh
O=C(O)CN1C(=O)C2C3C=CC(C3)C2C1=O (stereo not drawn)	-1	-1.7	-1.6	4	0.6	6	2.9	-4	-1	-1.0	6
CCOC(=O)c1cccc(NC(=O)CSc2nc3cccnc3n2C)c1	-2	-2.4	-3.4	2	-2.8	-8	-3.3	-1	-1	-3.5	-2
COc1ccc(CC(=O)Oc2ccc(C)cc2Br)cc1OC	2	-0.1	1.6	-2	-0.5	-2	-0.3	7	0	1.2	-6
CN1CCc2c(sc3nc(SCC(N)=O)n(-c4ccc(Cl)cc4)c(=O)c23)C1	1	0.5	2.0	-73	-0.8	-1	0.6	5	-56	4.3	-102
COC(=O)C(=O)Nc1nnc(COc2ccccc2)s1	3	-1.4	0.4	-2	0.5	-2	-1.3	-5	-3	-1.4	0
COc1ccc(CNC(=O)C2CC(c3cccc(OC)c3)=NO2)cc1 (stereo not drawn)	3	-1.8	-1.4	5	0.4	3	1.4	0	-3	-0.7	0
O=C(c1ccccc1Cl)N(Cc1ccc(Br)cc1)N1C(=O)CCCC1=O	-6	-1.5	-3.6	0	0.0	-2	-0.5	-5	0	-0.8	-5
O=C(CN1CCSCC1)N/N=C/c1ccccc1F	1	-0.5	1.1	1	0.5	-3	0.2	0	-4	1.2	4
CC[C@@H]1[C@H]2CCCC(=O)N3CC[C@@H](C[C@@H]1OC(=O)NCc1ccccc1)[C@@H]23	-1	-1.4	-0.8	-2	-0.4	0	0.2	0	1	-1.4	0
COCC(C)NCc1cccc(C)c1 (stereo not drawn)	4	-1.0	-1.1	0	-0.1	-5	-0.4	-1	-3	-1.0	-3
CCOc1ccc(C(=O)C2CCN(C(=O)c3ccc([N+](=O)[O-])cc3)CC2)cc1	-1	-2.1	-7.0	2	-0.9	-4	-4.0	-1	-5	-4.3	-8
COC1CCCN(C(=O)c2ccc3nc(Cc4cccc(Cl)c4)oc3c2)C1 (stereo not drawn)	-1	-1.1	1.1	0	-1.0	0	0.0	0	-5	-0.3	-6
Cc1ccc(Nc2cccccc2=O)cc1	2	-0.6	7.2	0	3.4	9.3*	3.0	-2	0	0.8	1
O=S(=O)(Nc1nc2ccccc2s1)c1cc(F)ccc1F	-6	0.4	-2.4	9.5*	-0.2	-3	-0.1	2	2	2.5	-1
